Screens: PubChem BioAssay, several laboratories
Yp Topo-I inh = Yersinia pestis topoisomerase I inhibitors, primary screen, biochemical, cleavage product accumulation, plate reader, single point. DNA topoisomerase I (Yersinia pestis CO92). Y. pestis Topo-I cleavage product accumulation. activity, % at 10 µM. 360,000 compounds, 0.064% hits. AID 504884, 2011; in the data active = activity above about 50%, passing the limit was not always enough; also: inactives centre near 2
BH1578 lux ind = inducers of Vibrio cholerae quorum light production without autoinducers, primary screen, BH1578 luxS cqsA deficient, single point; activation, % at 18.7 µM; V. cholerae BH1578 lux reporter, luminescence, 6 h; 350,000 compounds, 0.16% hits; in the data active = activation mostly above about 9.7%, no sharp cut-off; also: not every result past the cut was called active; inactives centre near 0; reference of the scale not given here
TcdB inh = TcdB glycohydrolase inhibitors, primary screen, biochemical, single point, plate reader; Toxin B (Clostridioides difficile), P18177; TcdB glycohydrolase enzymatic assay; inhibition, % at 9.99 µM; 350,000 compounds, 0.24% hits; in the data active = inhibition above about 10%
SSB-PriA inh = inhibitors of Klebsiella pneumoniae PriA binding to SSB C-terminal tail, primary screen, biochemical, AlphaScreen; PriA–SSB C-terminal tail interaction (Klebsiella pneumoniae); inhibition, % at 33 µM; AlphaScreen SSBct-PriA binding, biotinylated peptide; 430,000 compounds, 0.6% hits; in the data active = inhibition mostly above about 37%, no sharp cut-off; inactive = mostly below about 20%;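 also: plate controls were negative control peptide for no effect and reference peptide for full effect; strong numbers were not always called active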
VHR inh abs = VHR1 phosphatase inhibitors, primary screen, biochemical, absorbance, uHTS; 290,000 compounds, 0.52% hits; Dual specificity protein phosphatase 3 (Homo sapiens), P51452; AID 1654, 2009; recombinant VHR phosphatase, pNPP absorbance; inhibition, % at 13.3 µM; in the data active = inhibition above about 50%; also: some compounds called inactive have numbers as strong as hits
Target sequence (P51452 whole entry, looked up): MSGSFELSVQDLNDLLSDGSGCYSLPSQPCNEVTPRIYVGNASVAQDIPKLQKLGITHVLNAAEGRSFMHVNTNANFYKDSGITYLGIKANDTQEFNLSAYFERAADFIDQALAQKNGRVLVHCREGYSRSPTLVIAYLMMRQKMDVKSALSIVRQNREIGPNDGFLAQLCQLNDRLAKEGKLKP
Anthrax LF prot = Bacillus anthracis LF protease inhibitors, primary screen, biochemical, multiplex microsphere, MLPCN library; Lethal factor (Bacillus anthracis), P15917; multiplex microsphere protease cleavage assay; inhibition, % at 10 µM; 360,000 compounds, 0.12% hits; AID 588501, 2011; also: plate controls were buffer without enzyme for full effect and enzyme alone for no effect
Target sequence (P15917 whole entry, looked up): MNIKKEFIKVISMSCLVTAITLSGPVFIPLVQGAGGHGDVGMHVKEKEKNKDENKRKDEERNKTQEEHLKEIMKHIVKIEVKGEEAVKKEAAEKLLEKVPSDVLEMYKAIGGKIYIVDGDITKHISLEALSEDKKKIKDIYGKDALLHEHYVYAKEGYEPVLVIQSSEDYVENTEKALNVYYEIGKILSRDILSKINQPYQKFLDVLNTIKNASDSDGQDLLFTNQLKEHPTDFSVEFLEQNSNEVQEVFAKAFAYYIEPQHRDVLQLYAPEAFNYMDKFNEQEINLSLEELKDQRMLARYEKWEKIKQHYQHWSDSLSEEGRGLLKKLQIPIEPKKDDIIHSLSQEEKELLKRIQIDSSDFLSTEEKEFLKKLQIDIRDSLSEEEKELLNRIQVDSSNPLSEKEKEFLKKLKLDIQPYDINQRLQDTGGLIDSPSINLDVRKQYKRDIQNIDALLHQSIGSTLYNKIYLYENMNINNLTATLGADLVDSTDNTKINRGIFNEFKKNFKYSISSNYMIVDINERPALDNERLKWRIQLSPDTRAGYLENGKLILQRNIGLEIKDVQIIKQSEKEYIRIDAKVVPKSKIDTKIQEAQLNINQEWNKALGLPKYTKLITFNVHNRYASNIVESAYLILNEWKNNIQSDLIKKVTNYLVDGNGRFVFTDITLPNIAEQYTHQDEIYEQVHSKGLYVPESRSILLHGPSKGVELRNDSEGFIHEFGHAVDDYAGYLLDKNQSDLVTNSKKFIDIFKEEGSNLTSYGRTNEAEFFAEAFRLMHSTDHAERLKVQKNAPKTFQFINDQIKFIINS
CCHFV vOTU inh = CCHFV vOTU protease inhibitors, primary screen, biochemical, Pep-AMC substrate, fluorescence; Crimean-Congo hemorrhagic fever virus L polyprotein viral ovarian tumor (vOTU) protease …; inhibition, % at 11.5 µM; 370,000 compounds, 0.55% hits; in the data active = inhibition above about 30%; also: 0% = vehicle wells with enzyme and 100% = no enzyme wells
SARS 3CLpro inh = SARS-CoV 3CLpro protease inhibitors, primary screen, biochemical, quenched FRET; inhibition, % at 6 µM; Replicase polyprotein 1ab (Severe acute respiratory syndrome coronavirus), P0C6X7; recombinant SARS-CoV 3CLpro, quenched FRET peptide cleavage; 290,000 compounds, 0.14% hits; AID 1706, 2009; in the data active = inhibition above about 12%
BoNT A protease = BoNT/A light chain protease inhibitors, primary screen, biochemical, flow cytometry, MLPCN library; multiplex microsphere protease substrate cleavage; Botulinum neurotoxin type A light chain protease (Clostridium botulinum A str. ATCC 3502); 360,000 compounds, 0.17% hits; inhibition, % at 10 µM; also: plate controls were buffer without enzyme for full effect and enzyme alone for no effect
PfHsp40 rescue = rescue of yeast from PfHsp40 toxicity, primary screen, S. cerevisiae, ATP luminescence | S. cerevisiae expressing PfHsp40, growth rescue | 340,000 compounds, 0.68% hits | growth rescue, % at 12.5 µM; in the data active = growth rescue above about 28%, passing the limit was not always enough;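 also: yeast W303a lacking pdr1 and pdr3 grown in galactose medium; growth measured after three days at 30 °C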
* marks the source's active call; other numbers are inactive results; & = joins results of further samples. Rule as the data show it, unless noted: active = inhibition above about 30%; inconclusive = no clear call, values can overlap the other calls; inactive = below that. This is a subset. The share of hits here may be higher or lower than overall.

COc1cc2[nH]c(=O)n(CCC(=O)N3CCN(c4cc(Cl)ccc4C)CC3)c(=O)c2cc1OC was read as Yp Topo-I inh 17, BH1578 lux ind inactive, SSB-PriA inh -4, VHR inh abs 35, Anthrax LF prot 1, CCHFV vOTU inh 1, SARS 3CLpro inh -1, BoNT A protease 0.5 and PfHsp40 rescue 2.0.
CC(=O)OCC(OC(C)=O)C(OC(C)=O)C(OC(C)=O)C(=O)Nc1cccc(C)c1 (stereo not given) was read as Yp Topo-I inh 4, BH1578 lux ind inactive, TcdB inh 1.1, SSB-PriA inh -15, VHR inh abs 23, Anthrax LF prot -7, CCHFV vOTU inh 0, SARS 3CLpro inh -2, BoNT A protease -5.8 and PfHsp40 rescue 0.7.
`CN(C)c1ccc(/C=C(\C#N)C(=O)Nc2nc3c(s2)CCN(Cc2ccccc2)C3)cc1` gave Yp Topo-I inh 6, BH1578 lux ind inactive, SSB-PriA inh -24, VHR inh abs -14, Anthrax LF prot 8, CCHFV vOTU inh 10, SARS 3CLpro inh -1, BoNT A protease 16 and PfHsp40 rescue 0.1.
For CC(=O)Nc1nonc1C(=O)N1CCC(C)CC1 the results were Yp Topo-I inh 2, BH1578 lux ind -2.6, SSB-PriA inh 1, VHR inh abs 22, Anthrax LF prot 0, CCHFV vOTU inh -13, SARS 3CLpro inh 0, BoNT A protease 5.3 and PfHsp40 rescue 6.4.
`Cc1cc(Cl)ccc1OC(C)C(=O)Nc1cnn(CCCC(=O)O)c1` (stereo not given) gave Yp Topo-I inh -4, BH1578 lux ind 0.2, TcdB inh 3.5, SSB-PriA inh 4, VHR inh abs 6, Anthrax LF prot 0, CCHFV vOTU inh 14, SARS 3CLpro inh -1, BoNT A protease 1.2 and PfHsp40 rescue 0.3.
For C=CCOC(=O)C1=C(C)NC(=S)NC1/C=C/c1ccccc1 (stereo not given) the results were Yp Topo-I inh 4, BH1578 lux ind -0.3, SSB-PriA inh 13, VHR inh abs 20, Anthrax LF prot 0, CCHFV vOTU inh 19, SARS 3CLpro inh -3, BoNT A protease -4.6 and PfHsp40 rescue -0.2.
Screening CC(NCc1ccccc1Cl)C(O)c1ccccc1 (stereo not given) returned Yp Topo-I inh 7, BH1578 lux ind -3.6, TcdB inh -0.1, SSB-PriA inh 0, VHR inh abs 20, Anthrax LF prot -2, CCHFV vOTU inh 17, SARS 3CLpro inh -2, BoNT A protease -0.4 and PfHsp40 rescue -0.5.
For COc1nc(NC2CCCCC2)nc(NC(C)(C)C)n1 the results were Yp Topo-I inh 9, BH1578 lux ind -0.3, TcdB inh 2.1, SSB-PriA inh -1, Anthrax LF prot -8, CCHFV vOTU inh 15, BoNT A protease -0.5 and PfHsp40 rescue -1.1.
`O=C(Cn1cc(C(=O)C2CC2)c2ccccc21)NCc1ccccc1` gave Yp Topo-I inh 2, SSB-PriA inh -9, VHR inh abs 22, Anthrax LF prot -6, CCHFV vOTU inh 0, SARS 3CLpro inh -1, BoNT A protease 0.1 and PfHsp40 rescue 1.6.
For N#C/C(=C(/O)COC(=O)c1cccnc1Cl)c1nc2ccccc2[nH]1 the results were Yp Topo-I inh -16, BH1578 lux ind -1.6, TcdB inh 1.1, SSB-PriA inh -12, VHR inh abs 14, Anthrax LF prot 4, CCHFV vOTU inh 7, SARS 3CLpro inh 2, BoNT A protease 1.0 and PfHsp40 rescue -0.6.
`Fc1ccc(-c2nc(-c3cccs3)[nH]c2-c2ccc(F)cc2)cc1` gave Yp Topo-I inh -24, BH1578 lux ind -1.0, TcdB inh -5.9, SSB-PriA inh 16, VHR inh abs -4, Anthrax LF prot -5, CCHFV vOTU inh 6, SARS 3CLpro inh 2, BoNT A protease -0.5 and PfHsp40 rescue 129*.
C=CCNc1nc(Cl)nc(NC2CCCCC2)n1 was read as Yp Topo-I inh -4, BH1578 lux ind -0.2, TcdB inh -0.2, SSB-PriA inh -2, VHR inh abs 17, Anthrax LF prot -7, CCHFV vOTU inh 9, SARS 3CLpro inh 5, BoNT A protease -4.3 and PfHsp40 rescue -1.5.
`Cc1cc(C)cc(NC(=O)CSc2nc3ccccc3nc2N2CCCC2)c1` gave Yp Topo-I inh 42, BH1578 lux ind inactive, TcdB inh -0.1, SSB-PriA inh -12, VHR inh abs 17, Anthrax LF prot 16, CCHFV vOTU inh 0, SARS 3CLpro inh 2, BoNT A protease 15 and PfHsp40 rescue -1.4.
CCN(CC)S(=O)(=O)c1ccc(NC(=S)Nc2ccc(F)cc2)cc1 was read as Yp Topo-I inh 3, BH1578 lux ind -0.5, TcdB inh 0.6, SSB-PriA inh -9, VHR inh abs 7, Anthrax LF prot -8, CCHFV vOTU inh -16, SARS 3CLpro inh 0 and BoNT A protease -0.7.
Screening CC1CCCN(C(=O)COC(=O)CNS(=O)(=O)c2ccc3ccccc3c2)C1 (stereo not given) returned Yp Topo-I inh 12, BH1578 lux ind 2.3, TcdB inh 4.5, SSB-PriA inh -8, CCHFV vOTU inh 1 and PfHsp40 rescue -1.3.

Three compounds already listed, sorted by heavy-atom count, lowest first:
C=CCNc1nc(Cl)nc(NC2CCCCC2)n1 was read as Yp Topo-I inh -4, BH1578 lux ind -0.2, TcdB inh -0.2, SSB-PriA inh -2, VHR inh abs 17, Anthrax LF prot -7, CCHFV vOTU inh 9, SARS 3CLpro inh 5, BoNT A protease -4.3 and PfHsp40 rescue -1.5.
`Cc1cc(Cl)ccc1OC(C)C(=O)Nc1cnn(CCCC(=O)O)c1` (stereo not given) gave Yp Topo-I inh -4, BH1578 lux ind 0.2, TcdB inh 3.5, SSB-PriA inh 4, VHR inh abs 6, Anthrax LF prot 0, CCHFV vOTU inh 14, SARS 3CLpro inh -1, BoNT A protease 1.2 and PfHsp40 rescue 0.3.
CC(=O)OCC(OC(C)=O)C(OC(C)=O)C(OC(C)=O)C(=O)Nc1cccc(C)c1 (stereo not given) was read as Yp Topo-I inh 4, BH1578 lux ind inactive, TcdB inh 1.1, SSB-PriA inh -15, VHR inh abs 23, Anthrax LF prot -7, CCHFV vOTU inh 0, SARS 3CLpro inh -2, BoNT A protease -5.8 and PfHsp40 rescue 0.7.

Other structures follow:
`Cc1ccc(N2C(=O)CSC2c2ccc3c(c2)OCO3)cc1` (stereo not given) gave Yp Topo-I inh 2, BH1578 lux ind -0.6, SSB-PriA inh -11, VHR inh abs 10, Anthrax LF prot -1, CCHFV vOTU inh 11, SARS 3CLpro inh 1, BoNT A protease 0.1 and PfHsp40 rescue -1.1.
For O=C(CNC(=O)c1ccco1)OCC(=O)c1cccc2ccccc12 the results were Yp Topo-I inh 7, BH1578 lux ind -0.5, SSB-PriA inh 4, VHR inh abs -3, Anthrax LF prot 0, CCHFV vOTU inh -5, SARS 3CLpro inh -3, BoNT A protease -0.2 and PfHsp40 rescue 5.2.
`C=CCOC(=O)C1=C[C@@H](c2coc3ccccc3c2=O)C[C@@H](OCCCCO)O1` gave Yp Topo-I inh 14, BH1578 lux ind -1.4, TcdB inh 0.2&-1.3, SSB-PriA inh 1, Anthrax LF prot -2, CCHFV vOTU inh -1, BoNT A protease 0.2 and PfHsp40 rescue -0.2.
For CCOC(=O)c1cnc2c(CC)cccc2c1NCCCN1CCOCC1 the results were Yp Topo-I inh 13, BH1578 lux ind inactive, TcdB inh 0.1, SSB-PriA inh -5, VHR inh abs 25, Anthrax LF prot 0, CCHFV vOTU inh 6, SARS 3CLpro inh -2, BoNT A protease 4.7 and PfHsp40 rescue -0.6.
Screening C[C@]1(O)CCC2C3CC[C@H]4C[C@@H](OC(=O)CNC(=O)CN)CC[C@]4(C)C3CC[C@@]21C (stereo not given in full) returned Yp Topo-I inh -10, BH1578 lux ind inactive, TcdB inh -2.3, SSB-PriA inh -7, Anthrax LF prot 3, CCHFV vOTU inh -11, BoNT A protease 0.3 and PfHsp40 rescue 1.1.
CCN(CC)C(=O)c1ccc(NC(=O)c2cccc(F)c2)cc1 was read as Yp Topo-I inh 1, BH1578 lux ind -6.2, SSB-PriA inh -1, VHR inh abs 4, Anthrax LF prot -4, CCHFV vOTU inh 3, SARS 3CLpro inh 5, BoNT A protease -0.8 and PfHsp40 rescue -1.2.
`CCCCN1C(=O)/C(=C\c2ccco2)C(=O)N(CCc2ccccc2)C1=O` gave Yp Topo-I inh -3, BH1578 lux ind inactive, SSB-PriA inh -1, VHR inh abs 0, Anthrax LF prot -4, CCHFV vOTU inh -11, SARS 3CLpro inh 5, BoNT A protease -1.3 and PfHsp40 rescue -0.1.
For Nc1ccc(Cl)c[n+]1Cc1cccc2cccnc12 the results were Yp Topo-I inh -2, BH1578 lux ind -0.5, TcdB inh 0.6, SSB-PriA inh -3, VHR inh abs 5, Anthrax LF prot 2, CCHFV vOTU inh -6, SARS 3CLpro inh 1, BoNT A protease 1.6 and PfHsp40 rescue 3.1.
`CCOC(=O)c1cc(-c2ccccc2)sc1NC(=S)Nc1cccc(C)n1` gave Yp Topo-I inh -8, BH1578 lux ind -6.2, SSB-PriA inh -22, VHR inh abs 10, Anthrax LF prot 0, CCHFV vOTU inh -1, SARS 3CLpro inh -9, BoNT A protease 0.3 and PfHsp40 rescue -0.8.
Cc1ccc(C(=O)NC2CCC(C)CC2)o1 (stereo not given) was read as Yp Topo-I inh -2, BH1578 lux ind -0.8, TcdB inh 1.8, SSB-PriA inh -8, CCHFV vOTU inh 7 and PfHsp40 rescue 0.0.
For C[C@H]1CN([C@@H](C)CO)C(=O)CCCn2nncc2CO[C@H]1CN(C)S(=O)(=O)c1ccc2c(c1)OCCCO2 the results were Yp Topo-I inh 2, BH1578 lux ind -2.4, TcdB inh 0.1&-5.5, Anthrax LF prot 2, CCHFV vOTU inh 15 and BoNT A protease 0.0.
For O=C(CC(c1ccco1)C1CCCCC1=O)c1ccccc1 (stereo not given) the results were Yp Topo-I inh 9, BH1578 lux ind -6.2, SSB-PriA inh -14, VHR inh abs 2, Anthrax LF prot 0, CCHFV vOTU inh 4, SARS 3CLpro inh 5, BoNT A protease -1.6 and PfHsp40 rescue -1.5.
For Cc1oc2cc(OC(=O)c3ccco3)ccc2c(=O)c1-c1nc2ccccc2n1C the results were Yp Topo-I inh 3, BH1578 lux ind -0.3, TcdB inh 0.5, SSB-PriA inh -8, VHR inh abs -11, Anthrax LF prot 0, CCHFV vOTU inh -7, SARS 3CLpro inh 0, BoNT A protease -1.2 and PfHsp40 rescue -1.3.
`CCC1Nc2ncnc(N3CCCCC3)c2N(Cc2ccc(C)cc2)C1=O` (stereo not given) gave Yp Topo-I inh 8, BH1578 lux ind inactive, TcdB inh 0.7&2.0, SSB-PriA inh 6, Anthrax LF prot -4&8, CCHFV vOTU inh 9&1, BoNT A protease -0.5&-1.2 and PfHsp40 rescue -1.3.
For Cc1cc(C)cc(NC(=O)c2ccc(N3C(=O)C4CCCCC4C3=O)cc2)c1 (stereo not given) the results were Yp Topo-I inh 2, BH1578 lux ind -0.7, TcdB inh 0.6, SSB-PriA inh -17, VHR inh abs 6, Anthrax LF prot 6, CCHFV vOTU inh -1, SARS 3CLpro inh -1, BoNT A protease -0.7 and PfHsp40 rescue 4.0.
`O=[N+]([O-])c1ccccc1/C=C/C=N/Nc1nc(N2CCCCC2)nc(N2CCCCC2)n1` gave Yp Topo-I inh 7, BH1578 lux ind inactive, TcdB inh -0.5, VHR inh abs 14, Anthrax LF prot -2, CCHFV vOTU inh -11, SARS 3CLpro inh -1, BoNT A protease 0.2 and PfHsp40 rescue 0.6.
